Screens as filed in PubChem BioAssay.
LYP inhibition = inhibition of human PTPN22 tyrosine phosphatase – biochemical, DiFMUP fluorescence, recombinant catalytic domain, 10 µM, primary screen (AID 606). recombinant LYP catalytic domain, DiFMUP fluorescence; higher % means a stronger effect. inhibition, % at 10 µM, or IC50 in µM where a hit was titrated. 52,000 tested, under 10 active;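 active = IC50 under 40 µM in the dose-response test; inactive = IC50 of 40 µM or more, or never dose-tested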
Spn PMK inh = inhibitors of Streptococcus pneumoniae phosphomevalonate kinase | purified PMK, PK/LDH-coupled NADH absorbance 340 nm | inhibition, % at 10 µM | 65,000 tested, 0.49% active | AID 539;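 active = top-ranked compounds by inhibition in the single 10 µM screen, taking a fixed number of the strongest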;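 also: 0% = full reaction with DMSO carrier and 100% = background rate without enzyme reaction; no value below 0 was filed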
Bfl-1 inhibitors = Bfl-1 inhibitors, primary screen, biochemical, fluorescence polarization, FITC-Bid, mouse (AID 432); FITC-Bid BH3 peptide fluorescence polarization displacement; higher % means a stronger effect; one-dose displacement, % at 20 µM; IC50 in µM for titrated hits; 64,000 tested, 0.02% active; in the data active = a potency from the dose series; inactive = the rest, 99 in 100 with displacement below about 15%; also: strong numbers were not always called active
MK inhibit = blocks S. pneumoniae mevalonate kinase. purified MK, PK/LDH-coupled NADH absorbance 340 nm. inhibition, % at 10 µM. 65,000 tested, 0.48% active;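 active = ranked among the strongest by inhibition in the single 10 µM screen, a fixed top-ranked set picked for dose follow-up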; also: no value below 0 was filed
KRASV12 cytotoxicity = viability loss of HPDE-C7K cells – cell-based, fluorescence, HTS, primary screen (AID 431); HPDE-C7K KRASV12 cells, Alamar Blue viability, 48 h; higher % means a stronger effect; 63,000 tested, 1.7% active; cytotoxicity, % at 10 µM; hits with a dose series show EC50 in µM;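 active = compounds whose percent cytotoxicity in the single-dose primary screen, scaled between solvent and toxic-drug controls, exceeds 50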;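 also: 0% = DMSO solvent wells and 100% = doxorubicin-treated wells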
HPDE-C7 cytotoxicity = HPDE-C7 pancreatic duct cell viability loss – fluorescence, HTS (AID 430) | HPDE-C7 pancreatic duct cells viability, fluorescence; higher % means a stronger effect | cytotoxicity, % at 10 µM; hits with a dose series show EC50 in µM | 63,000 tested, 1.8% active;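 also: cells exposed to compound for 48 hours before viability readout; 0% = vehicle and 100% = reference cytotoxic drug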
HT1080 viability = cytotoxicity in HT1080 fibrosarcoma cells, cell-based, fluorescence readout (AID 620); HT1080 viability, fluorescence; higher % means a stronger effect; one-dose cytotoxicity, % at 10 µM; EC50 in µM for titrated hits; 87,000 tested, 0.42% active;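 also: cells exposed to compound overnight then 4 h with Alamar Blue; 0% = vehicle DMSO and 100% = killing control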
Spn DPM-DC inh = S. pneumoniae DPM-DC inhibition | purified DPM-DC, PK/LDH coupled NADH fluorescence | calls only at 10 µM | 65,000 tested, 0.49% active;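 active = the 320 compounds with the highest percent inhibition in the single-dose primary screen, excluding strongly autofluorescent ones, cut at about 32% in these data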;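 also: kinetic rate of NADH fluorescence loss reporting ADP formed by the decarboxylase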
TNAP inhibition = inhibition of tissue-nonspecific alkaline phosphatase – biochemical, luminescent (AID 518) | one-dose inhibition, % at 20 µM; IC50 in µM for titrated hits | 64,000 tested, 0.09% active | purified TNAP enzyme, luminescent substrate readout; higher % means a stronger effect; in the data active = a potency from the dose series; inactive = the rest, 99 in 100 with inhibition below about 22%;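 also: plate controls were vehicle for no effect and reference inhibitor for full effect; many of its hits are not listed in these tables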
Spn PMK inh pilot replicates = also measured in Spn PMK inh; calls as there; inhibition, %; measured here: pilot screen replicates
MK inhibit pilot replicates = further read-out of MK inhibit, marked with its call; inhibition, %; measured here: pilot screen replicates
Spn DPM-DC inh pilot screen % = second read-out of Spn DPM-DC inh, no call of its own (marks repeat the call); inhibition, %; measured here: pilot screen trials
* hit, by the source's call. Rule as the data show it, unless noted: active = cytotoxicity above about 50%; inactive = the rest.

For C=CCn1c(=O)c2ccccc2n2c(SCC(=O)/C(C#N)=C(\C)N)nnc12 the results were LYP inhibition -33%, Spn PMK inh 13, Bfl-1 inhibitors 3%, MK inhibit 3, KRASV12 cytotoxicity -6%, HPDE-C7 cytotoxicity -5%, HT1080 viability -2%, Spn DPM-DC inh inactive and TNAP inhibition 6%.
Screening CCC(=O)Nc1ccc(NC(=O)c2ccco2)cc1 returned LYP inhibition 23%, Spn PMK inh 0, Bfl-1 inhibitors 2%, MK inhibit 8, KRASV12 cytotoxicity -4%, HPDE-C7 cytotoxicity -8%, HT1080 viability -3%, Spn DPM-DC inh inactive and TNAP inhibition 8%.
Screening O=C(CC1(C(F)(F)F)OCCO1)Nc1ccc2c(c1)OCO2 returned LYP inhibition 6%, Spn PMK inh 4, Bfl-1 inhibitors -2%, MK inhibit 11, KRASV12 cytotoxicity -10%, HPDE-C7 cytotoxicity -9%, HT1080 viability -11%, Spn DPM-DC inh inactive and TNAP inhibition 2%.
For CCSc1nnc(Nc2ccccc2)s1 the results were Spn PMK inh 11, Bfl-1 inhibitors -6%, MK inhibit 4, KRASV12 cytotoxicity 2%, HPDE-C7 cytotoxicity -8%, HT1080 viability -4%, Spn DPM-DC inh inactive and TNAP inhibition 12%.
For CC(=O)N1CCN(c2ccccc2NC(=O)COc2ccc(Cl)cc2Cl)CC1 the results were LYP inhibition 16%, Spn PMK inh 2, Bfl-1 inhibitors 3%, MK inhibit 5, KRASV12 cytotoxicity 0%, HPDE-C7 cytotoxicity -10%, HT1080 viability -1%, Spn DPM-DC inh inactive and TNAP inhibition 0%.
For COC(=O)c1[nH]c2ccccc2c1NC(=O)CN1CCN(c2cccc(OC)c2)C(C)C1 (stereo not given) the results were Spn PMK inh 5, Bfl-1 inhibitors 6%, MK inhibit 13, KRASV12 cytotoxicity 44%, HPDE-C7 cytotoxicity 35%, HT1080 viability -5%, Spn DPM-DC inh inactive and TNAP inhibition 13%.
`CCn1c(SCC(=O)Nc2cc(C)ccc2C)nc2c(c1=O)SC(C)C2` (stereo not given) gave LYP inhibition -1%, Spn PMK inh 11, Bfl-1 inhibitors 0%, MK inhibit 4, KRASV12 cytotoxicity 9%, HPDE-C7 cytotoxicity -3%, HT1080 viability 6%, Spn DPM-DC inh inactive, TNAP inhibition 18%, Spn PMK inh pilot replicates 0.0, MK inhibit pilot replicates 2.5 and Spn DPM-DC inh pilot screen % 0.0.
For O=C(NC1=NCCS1)C1Cc2ccccc2CN1C(=O)c1ccccc1 (stereo not given) the results were LYP inhibition 11%, Spn PMK inh 12, Bfl-1 inhibitors -6%, MK inhibit 13, KRASV12 cytotoxicity -2%, HPDE-C7 cytotoxicity 0%, HT1080 viability 11%, Spn DPM-DC inh inactive and TNAP inhibition 11%.
`c1cc2c3c(cccc3c1)C(N1CCCCC1)=N2` gave LYP inhibition 7%, Spn PMK inh 11, Bfl-1 inhibitors 12%, MK inhibit 7, KRASV12 cytotoxicity 5%, HPDE-C7 cytotoxicity 4%, HT1080 viability 3%, Spn DPM-DC inh inactive and TNAP inhibition 18%.
For CC(C)C[C@H](NC(=O)NC(C)C)C(=O)O the results were Spn PMK inh 22, Bfl-1 inhibitors -3%, MK inhibit 4, KRASV12 cytotoxicity -15%, HPDE-C7 cytotoxicity -9%, HT1080 viability -8%, Spn DPM-DC inh inactive and TNAP inhibition 10%.
`CC1(C)CC(C)(O)P(=O)(c2ccccc2)O1` (stereo not given) gave Spn PMK inh 30*, Bfl-1 inhibitors -5%, MK inhibit 11, KRASV12 cytotoxicity -15%, HPDE-C7 cytotoxicity -18%, HT1080 viability -8%, Spn DPM-DC inh inactive and TNAP inhibition 7%.
`Cc1cc2nc(-c3cccnc3SCC(=O)NCc3ccco3)[nH]c2cc1C` gave LYP inhibition 5%, Spn PMK inh 15, Bfl-1 inhibitors 4%, MK inhibit 0, KRASV12 cytotoxicity -15%, HPDE-C7 cytotoxicity -4%, HT1080 viability 23% and TNAP inhibition 7%.
`Cc1nc2c(C(=O)NCc3ccccc3)c[nH]n2c(=O)c1Cl` gave LYP inhibition -1%, Spn PMK inh 21, Bfl-1 inhibitors 12%, MK inhibit 1, KRASV12 cytotoxicity 5%, HPDE-C7 cytotoxicity -10%, HT1080 viability -4%, Spn DPM-DC inh inactive and TNAP inhibition 13%.
COCC(=O)NC(c1ccccc1)c1ccccc1 was read as LYP inhibition -1%, Spn PMK inh 8, Bfl-1 inhibitors -4%, MK inhibit 5, KRASV12 cytotoxicity 0%, HPDE-C7 cytotoxicity -8%, HT1080 viability -3%, Spn DPM-DC inh inactive, TNAP inhibition 13%, Spn PMK inh pilot replicates 3.5, MK inhibit pilot replicates 2.0 and Spn DPM-DC inh pilot screen % 3.0.
COc1ccc(C2(O)CCN(Cc3nnnn3Cc3ccc(C)cc3)CC2)cc1 was read as LYP inhibition -2%, Spn PMK inh 12, Bfl-1 inhibitors -3%, MK inhibit 4, KRASV12 cytotoxicity -19%, HPDE-C7 cytotoxicity -4%, HT1080 viability -9%, Spn DPM-DC inh inactive and TNAP inhibition 7%.
For CCSc1nc(N)c(C#N)c(-c2ccccc2Cl)c1C#N the results were Spn PMK inh 4, Bfl-1 inhibitors -3%, MK inhibit 10, KRASV12 cytotoxicity -10%, HPDE-C7 cytotoxicity 8%, HT1080 viability -2%, Spn DPM-DC inh inactive, TNAP inhibition 17%, Spn PMK inh pilot replicates 0.0, MK inhibit pilot replicates 0.0 and Spn DPM-DC inh pilot screen % 0.5.
For Cc1cc(C)n(C(=O)CN2C(=O)CCC2=O)n1 the results were LYP inhibition 10%, Spn PMK inh 4, Bfl-1 inhibitors 1%, MK inhibit 0, KRASV12 cytotoxicity -4%, HPDE-C7 cytotoxicity 4%, HT1080 viability -8%, Spn DPM-DC inh inactive and TNAP inhibition 6%.
For COc1ccc2c(c1)c(C(=O)OCCN(C)C)c(C)n2C the results were Spn PMK inh 10, Bfl-1 inhibitors -7%, MK inhibit 9, KRASV12 cytotoxicity 3%, HPDE-C7 cytotoxicity 29%, HT1080 viability -11%, Spn DPM-DC inh inactive and TNAP inhibition 11%.
For COc1ccc(-c2nc3nc(C)cc(C)n3n2)cc1 the results were LYP inhibition -8%, Spn PMK inh 5, Bfl-1 inhibitors -5%, MK inhibit 5, KRASV12 cytotoxicity 5%, HPDE-C7 cytotoxicity 5%, HT1080 viability 6% and TNAP inhibition 5%.
Screening CCN(CC)C(=O)C1CC(c2ccc(OC)cc2)=NO1 (stereo not given) returned LYP inhibition 13%, Spn PMK inh 4, Bfl-1 inhibitors 2%, MK inhibit 0, KRASV12 cytotoxicity 5%, HPDE-C7 cytotoxicity -3%, HT1080 viability 0%, Spn DPM-DC inh inactive and TNAP inhibition -1%.

Structures from the list above that contain a furan ring, fused or not (2):
Screening CCC(=O)Nc1ccc(NC(=O)c2ccco2)cc1 returned LYP inhibition 23%, Spn PMK inh 0, Bfl-1 inhibitors 2%, MK inhibit 8, KRASV12 cytotoxicity -4%, HPDE-C7 cytotoxicity -8%, HT1080 viability -3%, Spn DPM-DC inh inactive and TNAP inhibition 8%.
`Cc1cc2nc(-c3cccnc3SCC(=O)NCc3ccco3)[nH]c2cc1C` gave LYP inhibition 5%, Spn PMK inh 15, Bfl-1 inhibitors 4%, MK inhibit 0, KRASV12 cytotoxicity -15%, HPDE-C7 cytotoxicity -4%, HT1080 viability 23% and TNAP inhibition 7%.

Continuation:
For CC(C)COC(=O)NCCOC(=O)Nc1cccc(Cl)c1 the results were LYP inhibition 2%, Spn PMK inh 5, Bfl-1 inhibitors -1%, MK inhibit 12, KRASV12 cytotoxicity 27%, HPDE-C7 cytotoxicity 6%, HT1080 viability -5%, Spn DPM-DC inh inactive and TNAP inhibition 14%.
For COc1ccc(-c2csc(N(CC3CCCO3)C(=O)c3cccs3)n2)cc1 (stereo not given) the results were Spn PMK inh 6, Bfl-1 inhibitors -4%, MK inhibit 17, KRASV12 cytotoxicity 1%, HPDE-C7 cytotoxicity -1%, HT1080 viability 0%, Spn DPM-DC inh inactive and TNAP inhibition 7%.
`COc1ccc(C)cc1NC(=O)C1CCCN(S(=O)(=O)c2c(C)noc2/C=C/N(C)C)C1` (stereo not given) gave LYP inhibition -6%, Spn PMK inh 13, Bfl-1 inhibitors 0%, MK inhibit 5, KRASV12 cytotoxicity 3%, HPDE-C7 cytotoxicity -19%, HT1080 viability -6%, Spn DPM-DC inh inactive and TNAP inhibition 9%.
Screening CCOC(=O)C1CCN(S(=O)(=O)c2ccc(C(=O)OC)cc2)CC1 returned LYP inhibition -2%, Spn PMK inh 16, Bfl-1 inhibitors 0%, MK inhibit 2, KRASV12 cytotoxicity -6%, HPDE-C7 cytotoxicity -2%, HT1080 viability 2%, Spn DPM-DC inh inactive and TNAP inhibition 11%.
Screening CN(C)CCNc1nc2c(c(=O)[nH]c(=O)n2C)n1CC(O)COc1ccc(Cl)cc1 (stereo not given) returned LYP inhibition 15%, Spn PMK inh 8, Bfl-1 inhibitors 0%, MK inhibit 2, KRASV12 cytotoxicity -1%, HPDE-C7 cytotoxicity -10%, HT1080 viability 7%, Spn DPM-DC inh inactive and TNAP inhibition 0%.
Screening CC(C)(CNC(=O)c1cc2ccccc2o1)N1CCOCC1 returned LYP inhibition -3%, Spn PMK inh 16, Bfl-1 inhibitors -7%, MK inhibit 0, KRASV12 cytotoxicity -8%, HPDE-C7 cytotoxicity 3%, HT1080 viability -3%, Spn DPM-DC inh inactive and TNAP inhibition 7%.
`Cc1c(C)n(C)c2ccc(C(=O)NCc3cccs3)cc12` gave LYP inhibition 1%, Spn PMK inh 4, Bfl-1 inhibitors 0%, MK inhibit 6, KRASV12 cytotoxicity 25%, HPDE-C7 cytotoxicity 18%, HT1080 viability 13%, Spn DPM-DC inh inactive, TNAP inhibition 23%, Spn PMK inh pilot replicates 2.0, MK inhibit pilot replicates 16 and Spn DPM-DC inh pilot screen % 3.5.
For COCC(=O)N(CCc1ccc(OC)c(OC)c1)Cc1nc2ccccc2c(=O)[nH]1 the results were LYP inhibition -13%, Spn PMK inh 12, Bfl-1 inhibitors 2%, MK inhibit 10, KRASV12 cytotoxicity -6%, HPDE-C7 cytotoxicity -4%, HT1080 viability 3%, Spn DPM-DC inh inactive and TNAP inhibition 5%.
Nc1nnc2c(n1)CCCC2 was read as LYP inhibition 4%, Spn PMK inh 0, Bfl-1 inhibitors -3%, MK inhibit 5, KRASV12 cytotoxicity 0%, HPDE-C7 cytotoxicity 3%, HT1080 viability -6%, Spn DPM-DC inh inactive and TNAP inhibition 6%.
Screening COCCN1Cc2cccc(C(=O)Nc3ccc4c(c3)OCCO4)c2C1=O returned LYP inhibition 20%, Spn PMK inh 3, Bfl-1 inhibitors 2%, MK inhibit 9, KRASV12 cytotoxicity -3%, HPDE-C7 cytotoxicity -8%, HT1080 viability 2%, Spn DPM-DC inh inactive and TNAP inhibition 9%.
